Screening data as filed in PubChem BioAssay.
human PMI inhibition – MPI enzyme activity inhibition – biochemical, fluorescence intensity, coupled assay, primary screen (AID 1209) | hit rate 0.42% among 190,000 | one-dose inhibition, % at 20 µM; IC50 in µM for titrated hits | purified PMI enzyme, coupled fluorescence intensity; higher % means a stronger effect;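 further: plate controls were DMSO vehicle for no effect and wells lacking substrate for full effect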
WT yeast gro inh – growth inhibition of WT yeast, mitochondrial fusion screen. hit rate 2.1% among 190,000. inhibition, % at 10 µM. mitochondrial fusion phenotypic screen, WT strain; in the data active means inhibition above about 58%; tested in S. cerevisiae
TNAP activation fold – stimulation of alkaline phosphatase TNAP activity – biochemical, luminescent, no phosphate acceptor, uHTS, primary screen (AID 1001); purified TNAP, luminescent activation assay, no phosphate acceptor; higher activation fold means a stronger effect; hit rate 0.03% among 200,000; activation fold at 20 µM; hits with a dose series show EC50 in µM; in the data active means activation fold from about 3, or a potency from the dose series; inactive means the rest, 99 in 100 with activation fold below about 1.6; further: many of its hits are not listed in these tables
Lipid droplet – hepatic lipid droplet formation modulation. AML12 mouse hepatocytes, oleate lipid droplets, BODIPY imaging. inhibition, % at 6.5 µM. hit rate 0.4% among 240,000. AID 1656;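 active means lipid droplet intensity inhibited by at least 50%, with more than 500 cells counted; inconclusive means wells with under 300 cells, treated as cytotoxic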
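Assay system: AML12 hepatocytes (mouse); Probe or stimulus: oleic acid at 100 µM to induce lipid droplet formation; Dosing: compound at 6.5 µM only; Schedule: compound with oleate, overnight; Detection: fluorescence imaging, 20x objective, two fields per well; Measure: % inhibition of lipid droplet signal.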
Myeloid diff 2 – compounds promoting myeloid differentiation. hit rate 1% among 360,000. calls only at 10 µM. AID 624256. ER-HoxA9 myeloid progenitors, lysozyme-GFP differentiation, flow cytometry;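 active means normalized GFP-positive differentiation at or above the plate's own cutoff, the solvent-only control mean plus 3 SD; inconclusive means no clear call, values can overlap the other calls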;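 further: cells exposed to compound for four days before flow analysis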
ER stress rescue – protection against thapsigargin-triggered cell killing – 384-well, CSM14.1, ATP luminescence, primary screen (AID 1222); CSM14.1 thapsigargin-induced death rescue, ATP luminescence; higher % means a stronger effect; cellular ATP content (survival), % at 20 µM, or EC50 in µM where a hit was titrated; 190,000 tested, under 10 active;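 active means EC50 below 50 µM in the dose-response confirmation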;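 further: death triggered by thapsigargin at about 15 µM added after 2 h compound pretreatment; cell ATP read after overnight thapsigargin exposure of roughly 18 to 22 hours; normalized against plate controls of thapsigargin alone and 5% DMSO vehicle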
K1F lysis inhibition – inhibition of K1F phage lysis, E. coli UTI89, bacterial capsule biogenesis inhibitors, alamar blue (AID 488966) | E. coli UTI89 K1F phage lysis, alamar blue, 2 h; higher % means a stronger effect | inhibition, % at 100 µM; hits with a dose series show IC50 in µM | hit rate 0.02% among 340,000;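 active means phage lysis inhibition, versus mean bacterial control, above a set limit; inconclusive means no clear call, values can overlap the other calls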;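 further: capsule biogenesis inhibitors block K1F phage lysis so surviving cells raise fluorescence; higher fluorescence means more inhibition of phage lysis; actives were called in the ten point dose series up to 300 µM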
PMI inhibition – MPI inhibition at elevated mannose 6-phosphate – biochemical, fluorescence intensity, high mannose 6-phosphate, primary screen (AID 1220). recombinant PMI enzyme, coupled fluorescence intensity; higher % means a stronger effect. one-dose inhibition, % at 20 µM; IC50 in µM for titrated hits. hit rate 0.66% among 190,000
M1AAP inhibition – P. falciparum M1AAP inhibitors, biochemical, fluorogenic H-Leu-NHMec substrate, 1536-well (AID 1445). inhibition, % at 30 µM, or IC50 in µM where a hit was titrated. hit rate 0.42% among 220,000. recombinant M1AAP, H-Leu-NHMec fluorogenic kinetic assay; higher % means a stronger effect;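 active means primary inhibition above the hit cutoff, then over 50% inhibition at one or more dose response concentrations, cut at about 23% in these data, passing the limit was not always enough; inconclusive means conflicting primary data, or primary hits not chosen for dose response; inactive means low primary inhibition, or under 50% at every dose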;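 further: plate controls were DMSO full reaction for no effect and no enzyme background for full effect; strong numbers were not always called active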
WT yeast gro inh mutant strain – also measured in WT yeast gro inh; calls as there; inhibition, %; mitochondrial fusion phenotypic screen, mutant strain inhibition
Lipid droplet cells 6.5 µM – further read-out of Lipid droplet, marked with its call; cell count; measured here: cell count, cytotoxicity flag;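 cells counted across two imaged fields per well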
Myeloid diff 2 GFP+ MAC1+ % – second read-out of Myeloid diff 2, no call of its own (marks repeat the call); GFP+ MAC1+ double positive, %; measured here: differentiation confirmed by MAC1 staining
Starred values were filed as active, the others as inactive; i = inactive; ? = inconclusive; · = no result given; + = active, no number. Unless noted, no stated cut-off is given here; in the data, active means inhibition above about 50%; inactive means the rest.

SMILES | human PMI inhibition | WT yeast gro inh | WT yeast gro inh mutant strain | TNAP activation fold | Lipid droplet | Lipid droplet cells 6.5 µM | Myeloid diff 2 | Myeloid diff 2 GFP+ MAC1+ % | ER stress rescue | K1F lysis inhibition | PMI inhibition | M1AAP inhibition
C[C@H](Nc1ccc(C(F)(F)F)cc1[N+](=O)[O-])C(=O)O | · | · | · | · | 20 | 747 | i | 0.6 | · | 0.2% | · | 2%
COC(=O)c1sc(NC(=O)COc2ccccc2)nc1C | -4% | 24 | 23 | 1.1 | -6 | 704 | i | 0.6 | 1.9% | 1.1% | -7% | 2%
CCCOc1ccc(OCCSc2nnc(N)s2)cc1 | 5% | 23 | 18 | 1 | 14 | 788 | i | 0.9 | 12% | 0.1% | 3% | 4%
CCOC(=O)C1=C(CSc2nc(-c3ccccc3)ccc2C#N)OC(N)=C(C#N)C1c1ccccc1 (stereo unspecified) | 11% | -9 | -12 | 1 | 1 | 764 | + | 23* | -1.5% | 0.1% | 9% | 20%
O=C(Nc1ccc2ccccc2n1)Nc1cccs1 | · | · | · | · | 3 | 666 | i | 0.4 | · | -0.1% | · | 5%
CCOc1ccc(-c2cc(C(=O)NCCCN3CCN(CC)CC3)c3ccccc3n2)cc1 | 3% | 11 | -2 | 1.1 | · | · | i | 0.8 | -3.7% | 3.3% | 1% | ?
CCOC(=O)c1ccc(-n2c(CN3CCN(CC)CC3)nc3ccc([N+](=O)[O-])cc3c2=O)cc1 | 2% | 3 | -5 | 1 | 9 | 724 | i | 0.1 | -0.3% | 0.1% | 14% | 3%
CC(O)[C@H]1CNC(=O)C(=O)N1CC(C)(C)C (stereo partly specified) | · | · | · | · | 22 | 651 | i | 2.0 | · | 1.8% | · | 4%
CC1CN(Cc2nc3c(c(=O)[nH]c(=O)n3C)n2CCCc2ccccc2)CC(C)O1 (stereo unspecified) | 0% | -2 | -6 | 1.1 | -18 | 728 | i | 1.3 | -2.1% | -0.2% | -1% | 0%
O=C(NC1CCCCC1)N1CCN(C(=O)c2ccco2)CC1 | 0% | -9 | 9 | 1 | -2 | 774 | i | 11 | -1.1% | -2.2% | -6% | -1%
CCN(CC)C(=O)c1cc2c(=O)c3cc(Cl)ccc3oc2nc1C | -2% | 8 | 9 | 1.1 | 6 | 736 | i | 0.2 | 0.2% | 1.4% | 2% | 6%
COc1ccc(Br)cc1/C=N/NC(=O)Cn1nnnc1N | · | · | · | · | -21 | 699 | i | 0.6 | · | -0.9% | · | 1%
Cc1ccc(S(=O)(=O)NCC(=O)N(CC(=O)NC(C)(C)C)Cc2cccs2)cc1 | -16% | 5 | -42 | 1 | 7 | 801 | i | 0.8 | -3.2% | 0.5% | -17% | 7%
Cc1ccc(C)c(Nc2ncccc2C(=O)NCc2cccs2)c1 | 25% | 64* | 22* | 1.1 | -29 | 637 | i | 0.6 | -1.2% | -3.8% | 13% | 2%
CCn1c(NC(=O)c2cccs2)c(-c2cccs2)c(=O)c2ccccc21 | -9% | -32 | -3 | 1.1 | · | · | i | 3.6 | 3.2% | -0.6% | -6% | 27%*
CC(C)(C)c1ccc(C(=O)Nc2cccc3c(=O)[nH][nH]c(=O)c23)cc1 | 8% | 29 | 12 | 1.2 | -1 | 666 | i | 0.7 | -1.3% | 0.6% | 3% | 14%
CCNc1oc(COc2cccc(C)c2)nc1C#N | 5% | 2 | -10 | 1.1 | · | · | i | 1.3 | 0.3% | -1.3% | 10% | 2%
COc1cc(-c2[nH]ncc2CN2CCCC2c2nonc2C)cc(OC)c1OC (stereo unspecified) | 5% | 16 | 6 | 1.1 | -21 | 739 | i | 0.1 | 0.7% | 0.2% | 10% | ·
COc1ccc(C2CC(C(F)(F)F)n3nc(C(=O)NCCN4CCOCC4)cc3N2)cc1 (stereo unspecified) | -5% | -8 | 4 | 1.1 | · | · | i | 2.4 | -0.3% | 1.4% | 0% | 7%
COc1ccc(C(C#N)N2N=C(C)CC2(C)C)cc1 (stereo unspecified) | -7% | 10 | 3 | 1.1 | · | · | i | 0.2 | 0.7% | 0.8% | -6% | 0%
CCCOc1ccc(/C=N/NC(=O)C(C)Sc2ccccn2)cc1OCC (stereo unspecified) | 13% | 14 | 5 | 1.1 | 45 | 620 | i | 0.1 | 3.3% | 0.0% | 4% | 3%
Cc1cccc(CC(=O)Nc2cc(=O)n(C)c(=O)n2C)c1 | 5% | -12 | -5 | 1.1 | -23 | 577 | i | 2.1 | -0.9% | -0.1% | 3% | 1%
CC(C)(C)NC(=O)C12CCC(C)(c3nc4ccccc4nc31)C2(C)C (stereo unspecified) | -5% | 2 | 18 | 1.1 | 12 | 813 | i | 0.6 | -3.2% | -0.7% | -8% | -7%
COc1ccc(/C=N/NC(=O)C2C3CCCCC32C)cc1OC (stereo unspecified) | -1% | 4 | 6 | 1.1 | 2 | 610 | i | 0.4 | 1.4% | -0.4% | 0% | -1%
C(=N/N1CCN(c2ccccc2)CC1)/c1ccncc1 | 2% | 6 | 11 | 1.1 | 13 | 711 | i | 1.2 | 1.6% | 0.4% | 4% | 6%
O=C1C(C2=NC(C(=O)O)C3C(=O)N(c4ccc(Cl)cc4)C(=O)C23)=C(O)c2ccccc21 (stereo unspecified) | 0% | -3 | -2 | 1.1 | · | · | i | 1.0 | -1.0% | -0.2% | -3% | 26%*
Nc1ccc(N=Nc2ccccc2)c2ccccc12 | · | · | · | · | 22 | 828 | i | 0.7 | · | 0.3% | · | 5%
Cc1ccc(S(=O)(=O)N/N=C2/CC(c3ccccc3)Oc3ccccc32)cc1[N+](=O)[O-] (stereo unspecified) | 14% | 43 | 26 | 1 | · | · | i | 0.3 | -0.2% | 0.2% | 0% | 12%
Cc1cc(C)c(C#N)c(SCC(=O)Nc2ccccc2C(N)=O)n1 | -6% | -9 | -5 | 1.1 | · | · | i | 1.7 | -2.3% | 0.3% | -4% | 3%
S=C1NC[C@H](Cc2cccc3ccccc23)N1CC1CCCCC1 | · | · | · | · | -5 | 775 | i | 1.2 | · | 0.1% | · | -2%

Single entries from the list.
M1AAP inhibition result of CCNc1oc(COc2cccc(C)c2)nc1C#N is entered as 2%
K1F lysis inhibition result of O=C1C(C2=NC(C(=O)O)C3C(=O)N(c4ccc(Cl)cc4)C(=O)C23)=C(O)c2ccccc21 (stereo unspecified) is entered as -0.2%
Myeloid diff 2 GFP+ MAC1+ % result of Cc1ccc(S(=O)(=O)N/N=C2/CC(c3ccccc3)Oc3ccccc32)cc1[N+](=O)[O-] (stereo unspecified) is entered as 0.3

Returning to the listing; the 2 compounds before the break are reprinted first.
SMILES | human PMI inhibition | WT yeast gro inh | WT yeast gro inh mutant strain | TNAP activation fold | Lipid droplet | Lipid droplet cells 6.5 µM | Myeloid diff 2 | Myeloid diff 2 GFP+ MAC1+ % | ER stress rescue | K1F lysis inhibition | PMI inhibition | M1AAP inhibition
Cc1cc(C)c(C#N)c(SCC(=O)Nc2ccccc2C(N)=O)n1 | -6% | -9 | -5 | 1.1 | · | · | i | 1.7 | -2.3% | 0.3% | -4% | 3%
S=C1NC[C@H](Cc2cccc3ccccc23)N1CC1CCCCC1 | · | · | · | · | -5 | 775 | i | 1.2 | · | 0.1% | · | -2%
O=C(NCc1cccs1)C1CCCN(S(=O)(=O)c2cnc[nH]2)C1 (stereo unspecified) | -9% | 5 | 0 | 1.1 | · | · | i | 2.0 | -0.4% | 1.2% | -8% | 4%
CC1CCc2c(sc3ncn(CC(=O)N4CCCCC4)c(=O)c23)C1 (stereo unspecified) | 0% | -6 | -14 | 1.1 | 6 | 735 | i | 0.0 | 1.0% | -0.1% | -5% | 1%
O=C(COc1ccccc1Cl)NCCC1=CCCCC1 | 7% | 7 | -6 | 1.1 | 29 | 713 | i | 0.1 | 6.1% | 3.9% | 0% | 2%
Cc1c(CCOC(=O)C23CC4CC(CC(C)(C4)C2)C3)sc[n+]1CC(=O)c1ccccc1 | 19% | 21 | 8 | 1 | -18 | 708 | i | 0.4 | -1.3% | 14% | 13% | ·
Brc1ccc2c(c1)C(c1ccc(N3CCOCC3)cc1)=NNC(c1cccs1)=N2 | 19% | 13 | 4 | 1 | 21 | 661 | i | 0.7 | 0.3% | 0.8% | 17% | 11%
C=CCn1c(O)c(C2=c3ccccc3=NC2=O)s/c1=N/c1nccs1 | 20% | 20 | 6 | 0.9 | · | · | i | 2.2 | -1.7% | -0.6% | 11% | 13%
CCc1ccc(OCCNC(=O)c2ccccc2SCc2ccccc2)cc1 | 10% | 37 | 12 | 1 | · | · | i | 0.8 | 0.3% | 1.5% | 12% | -1%
O=C(NC1CCCCC1)N1CCSC1=Nc1ccccc1 | 5% | 60* | 34* | 1 | · | · | i | 0.5 | -1.8% | -0.3% | 4% | -1%
O=C(CSc1nncs1)Nc1ccc2c(c1)OCO2 | 5% | 4 | 8 | 1.2 | 23 | 766 | i | 0.3 | 0.8% | 4.8% | 5% | -1%
CC(c1ccc(Cl)cc1)n1c(-c2ccc3ccccc3n2)n[nH]c1=S (stereo unspecified) | 12% | -15 | -8 | 1 | · | · | i | 1.3 | -1.3% | -1.2% | 7% | 3%
CC(CCc1ccco1)NC(=O)CSc1cc(=O)n(C)c2ccccc12 (stereo unspecified) | 11% | -6 | 1 | 1.1 | · | · | i | 0.9 | 1.6% | 4.5% | 7% | 10%
COc1ccc(NC(=O)Cn2nnc(-c3ccccc3NC(=O)C3CC3)n2)cc1 | 18% | -30 | -15 | 1.1 | · | · | i | 0.6 | 3.2% | 0.6% | 12% | 5%
CCc1nc2oc3ccccc3c(=O)c2c(=O)n1-c1ccccc1 | 6% | 8 | 23 | 1 | 1 | 721 | i | 1.7 | -0.7% | -0.1% | -2% | 7%
CCN1CCN(CCCNC(=O)c2cc3c(=O)[nH]c4ccccc4c3s2)CC1 | -7% | -1 | 13 | 1 | 13 | 830 | i | 0.8 | -2.7% | -2.6% | -5% | 19%
N#CCCN/N=C(/Cc1nc2ccccc2[nH]1)c1ccc(Cl)cc1 | 5% | 15 | 22 | 1.1 | -28 | 806 | · | · | -1.4% | · | -5% | 4%
CCOC(=O)C1(CCOc2ccccc2)CCN(C(=O)c2cncs2)CC1 | -8% | 8 | 5 | 1 | 6 | 680 | i | 0.5 | 0.8% | -0.4% | -4% | 1%
Cc1ccnc(N=Cc2c(O)ccc3oc4c(c23)CCCC4)c1 | 38% | -4 | -25 | 1.1 | -37 | 610 | · | · | -1.6% | · | 51%* | 12%
COc1ccccc1-c1cc(C(=O)Nc2ccccc2SC)no1 | -12% | 9 | 8 | 0.9 | · | · | i | 6.4 | -0.4% | 0.8% | -1% | 10%
